Assay outcomes deposited in PubChem by several laboratories.
MEX-5 binding: C. elegans MEX-5 TCR-2 RNA binding activity. Q9XUB2. MEX-5/FITC-TCR2 RNA binding, fluorescence polarization; active compounds read low. activity score (negative = inhibition of binding), % at 10 µM. 300,000 tested, 0.38% active. AID 1832;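 active = inhibition past about -25% in most replicates, and total fluorescence under double the plate's negative control median, limit read from the data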;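 note: 0% = DMSO and -100% = 5 µM competing unlabeled TCR2 RNA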
VLA-4 inh: inhibition in a human VLA-4 binding assay; VLA-4 expressing cells, ligand binding flow cytometry; inhibition, % (about 7 µM as worked out from the volumes in the protocol); 330,000 tested, 0.2% active; in the data active = inhibition above about 50%
GLD-1 RNA inh: GLD-1-TGE RNA interaction inhibition (C. elegans) | Q17339 | purified GLD-1 + fluorescein TGE RNA, fluorescence polarization | 320,000 tested, 0.44% active | inhibition, % at 5.96 µM | AID 2280;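 active = percent inhibition above a per-plate cutoff, the plate mean of test compounds plus 3 SD, cut at about 30% in these data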;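 note: 0% = DMSO wells with GLD-1 and probe and 100% = wells lacking GLD-1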
Target sequence (Q17339 whole entry, looked up): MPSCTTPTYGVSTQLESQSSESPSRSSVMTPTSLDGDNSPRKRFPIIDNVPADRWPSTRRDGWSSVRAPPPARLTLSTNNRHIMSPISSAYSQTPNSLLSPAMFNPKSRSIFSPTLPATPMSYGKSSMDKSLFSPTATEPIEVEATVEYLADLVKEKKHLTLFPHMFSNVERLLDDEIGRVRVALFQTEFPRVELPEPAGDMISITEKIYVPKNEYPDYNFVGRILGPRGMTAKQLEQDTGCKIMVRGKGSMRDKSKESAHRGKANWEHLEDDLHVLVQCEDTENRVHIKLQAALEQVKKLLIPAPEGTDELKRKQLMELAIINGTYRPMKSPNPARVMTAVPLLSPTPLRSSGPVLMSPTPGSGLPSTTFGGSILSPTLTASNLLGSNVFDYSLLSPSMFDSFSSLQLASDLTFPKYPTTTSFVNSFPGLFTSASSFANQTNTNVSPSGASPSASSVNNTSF
Fam108B inh: blocks mouse Fam108B hydrolase in RBBP9 counter-screen; recombinant Fam108B, FP-Rh probe fluorescence polarization; inhibition, % at 9.51 µM; 300,000 tested, 0.33% active;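 active = inhibition above the screen mean inhibition plus 3 SD, computed separately per campaign, cut at about 18% in these data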;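 note: inhibitors lower polarization as less probe binds the enzyme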
MCL1-BIM inh: inhibitors of human MCL1 binding to BIM-BH3 peptide; Q07820; GST-MCL1 / FITC-Bim-BH3 fluorescence polarization; inhibition, % at 10.9 µM; 320,000 tested, 0.68% active;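 active = inhibition above the mean inhibition of all tested compounds plus 3 SD, set per campaign, cut at about 40% in these data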;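 note: 0% = DMSO wells and 100% = unlabeled Bim-BH3 peptide control; higher means more loss of mP so more displacement of Bim peptide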
Target sequence (Q07820 whole entry, looked up): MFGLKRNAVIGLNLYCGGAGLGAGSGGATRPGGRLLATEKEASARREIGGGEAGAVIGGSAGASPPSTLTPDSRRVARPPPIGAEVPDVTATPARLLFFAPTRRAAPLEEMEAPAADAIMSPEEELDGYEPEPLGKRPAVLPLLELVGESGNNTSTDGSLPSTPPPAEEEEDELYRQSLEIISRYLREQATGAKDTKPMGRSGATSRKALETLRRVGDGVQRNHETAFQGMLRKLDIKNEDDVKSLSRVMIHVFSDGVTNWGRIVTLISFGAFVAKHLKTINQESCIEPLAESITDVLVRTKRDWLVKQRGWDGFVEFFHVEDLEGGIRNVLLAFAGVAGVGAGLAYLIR
AGP1 TOR yeast: yeast TOR pathway AGP1-GFP modulation; S. cerevisiae AGP1-GFP multiplex flow cytometry, 3 h; GFP as percent of DMSO wells; 320,000 tested, 0.02% active; GFP response vs DMSO, % at 10 µM;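 active = GFP response relative to DMSO above a set limit, near screen average plus 3 SD, cut at about 150% in these data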;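 note: median GFP channel fluorescence of the gated AGP1 strain per well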
BCLXL inh: inhibitors of human Bcl-xL; Q07817; GST-Bcl-xL / FITC-Bim BH3 peptide fluorescence polarization; inhibition, % at 10.9 µM; 320,000 tested, 0.7% active;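 active = inhibition above the mean of all tested compounds plus 3 SD, cutoff set per campaign, cut at about 30% in these data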;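 note: 0% = DMSO wells and 100% = unlabeled Bim-BH3 peptide competitor; inhibitors lower millipolarization by displacing the labeled peptide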
Target sequence (Q07817 whole entry, looked up): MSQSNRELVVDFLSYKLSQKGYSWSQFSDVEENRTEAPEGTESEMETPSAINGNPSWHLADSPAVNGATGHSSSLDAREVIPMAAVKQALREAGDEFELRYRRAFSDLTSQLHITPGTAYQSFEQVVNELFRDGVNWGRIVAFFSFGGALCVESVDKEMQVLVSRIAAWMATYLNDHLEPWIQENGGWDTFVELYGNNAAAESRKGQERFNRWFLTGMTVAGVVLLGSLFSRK
GRK2 aptamer HTS: blocks RNA aptamer binding to human GRK2 | P25098 | bead flow cytometry, FAM-aptamer displacement from GRK2 | inhibition of aptamer binding, % at 10 µM | 330,000 tested, 0.59% active;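 active = inhibition of aptamer binding above 40%, roughly 3 SD of noise, on plates passing a quality check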;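 note: median bead fluorescence of bound FAM aptamer so fluorescent compounds give negative values; no value below 0 was filed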
CIT2-GFP yeast: modulators of TOR pathway CIT2-GFP in S. cerevisiae; S. cerevisiae CIT2-GFP strain, flow cytometry, 3 h; 100 means same as DMSO wells; GFP response vs DMSO, % at 10 µM; 320,000 tested, 0.065% active; AID 2029;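 active = GFP response relative to DMSO above a set limit, near the screen mean plus 3 SD, cut at about 150% in these data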;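 note: ratio of well median GFP fluorescence to mean of DMSO wells on the plate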
Numbers without * were called inactive; / = no result given.

[1] COc1ccccc1CCc1nnc(CCC(=O)NC(C)Cc2ccsc2)o1 (stereo unspecified)
[2] Cc1nc2ccc(S(=O)(=O)NC(C(=O)N3CCCC3)C(C)C)cc2s1 (stereo unspecified)
[3] O=C(N/N=C/c1ccc[nH]1)c1ccccc1[N+](=O)[O-]
[4] COc1ccc(NC(=O)CC2Oc3ccccc3NC2=O)cc1 (stereo unspecified)
[5] Cc1ccc2nc(NC(=O)c3ccc(Cn4cc(Cl)cn4)o3)sc2c1
[6] N/C(=N\OC(=O)c1ccc(Cl)c([N+](=O)[O-])c1)c1ccccc1
[7] Cc1ccc(-c2cc(C(=O)N/N=C/c3ccccc3)n[nH]2)o1
[8] Nc1ccc(NC2C[C@@H](C(=O)O)NC2=O)cc1 (stereo partly specified)

Assay by compound	1	2	3	4	5	6	7	8
MEX-5 binding	1.0	-4.0	-5.0	-3.4	3.1	-0.2	1.6	-2.1
VLA-4 inh	-10.1	2.1	12.8	2.7	4.6	12.5	4.4	8.9
GLD-1 RNA inh	1.1	6.6	-2.7	3.6	3.1	-6.7	7.4	0.2
Fam108B inh	-2.3	-2.5	-4.4	1.7	-1.4	2.9	-2.6	0.9
MCL1-BIM inh	3.6	4.7	-2.4	8.1	-5.0	-3.0	-1.3	20.6
AGP1 TOR yeast	94.4	112.5	98.4	104.7	102.7	88.3	97.5	99.8
BCLXL inh	6.4	5.0	0.0	6.2	0.7	0.3	0.6	8.0
GRK2 aptamer HTS	2.0	1.0	0.0	4.0	2.0	0.0	0.0	0.0
CIT2-GFP yeast	95.7	114.4	96.4	101.5	97.7	109.7	100.0	95.7

[9] CCN(CC)CCCNc1nc(N)c([N+](=O)[O-])c(N2CCCCCC2)n1
[10] CC(=O)NC1=C(NC2CCS(=O)(=O)C2)C(=O)c2ccccc2C1=O (stereo unspecified)
[11] CC1CCN(CCNC(=O)C2CCCN(S(=O)(=O)c3cccc4nonc34)C2)CC1 (stereo unspecified)
[12] NC1=NC(=O)/C(=C/c2cc(Br)c(O)c(Br)c2)S1
[13] CCOc1cc(/C=C2\NC(=S)N(c3c(C)n(C)n(-c4ccccc4)c3=O)C2=O)ccc1O
[14] CC(C)N(O)C(=O)NC(C)(C)C
[15] O=C(Nc1cccc([N+](=O)[O-])c1)N1CCc2ccccc2C1
[16] CN1CCN(C(c2ccc(F)cc2)c2nnnn2Cc2cccs2)CC1 (stereo unspecified)

Assay by compound	9	10	11	12	13	14	15	16
MEX-5 binding	-1.2	1.2	2.8	5.6	42.3	2.4	0.1	-2.1
VLA-4 inh	29.5	8.0	3.5	17.7	-0.6	-6.0	5.2	-2.5
GLD-1 RNA inh	6.7	1.1	-1.2	-83.0	-90.9	-1.6	/	4.3
Fam108B inh	-4.9	-3.1	-3.3	5.6	-7.8	-0.3	/	-0.5
MCL1-BIM inh	1.4	20.2	4.9	-21.4	-32.4	-3.4	/	6.0
AGP1 TOR yeast	100.0	101.4	96.0	95.3	94.8	98.5	92.2	97.7
BCLXL inh	-0.3	15.0	6.1	-15.7	-18.6	0.5	/	1.2
GRK2 aptamer HTS	7.0	3.0	8.0	7.0	0.0	1.0	0.0	0.0
CIT2-GFP yeast	102.1	113.0	91.2	93.9	109.3	96.6	87.0	101.8

[17] COc1ccc(S(=O)(=O)N2CCC(NC(=O)C(Cc3cccc(OC)c3OC)NC(C)=O)CC2)cc1 (stereo unspecified)
[18] Cc1cc(C)nc(SCc2ccc(C(=O)N/N=C/C3CCCCC3)cc2)n1
[19] O=C(NC(=S)NNC(=O)c1cccs1)c1ccccc1
[20] Cc1onc(-c2ccccc2)c1C(=O)Nc1ncc([N+](=O)[O-])s1
[21] CCOC(=O)/C(C#N)=C/c1cn(CCC(=O)O)nc1-c1ccccc1
[22] c1ccc(C(c2ccccc2)N2CCN(C(c3ccccn3)c3nnnn3C3CCCC3)CC2)cc1 (stereo unspecified)
[23] CCn1c(-c2ccccc2Cl)nn(CC(=O)Nc2ccccc2C)c1=S
[24] COc1ccc(C(=O)N2CCCC(C(=O)O)C2)c2ccccc12 (stereo unspecified)

Assay by compound	17	18	19	20	21	22	23	24
MEX-5 binding	3.4	1.0	-0.6	-0.8	2.5	1.5	0.4	0.0
VLA-4 inh	6.5	8.6	-0.1	5.5	-5.3	-0.7	4.4	6.2
GLD-1 RNA inh	-2.6	7.0	2.6	4.5	2.3	1.0	0.0	12.6
Fam108B inh	-1.1	1.9	2.4	1.9	-2.2	8.3	-0.6	0.4
MCL1-BIM inh	5.5	0.3	8.9	13.1	-1.2	4.6	-19.4	4.7
AGP1 TOR yeast	99.0	99.3	108.7	93.9	99.6	113.0	/	104.5
BCLXL inh	-1.8	0.9	9.9	10.1	5.0	5.4	-20.8	5.0
GRK2 aptamer HTS	3.0	3.0	0.0	1.0	1.0	1.0	0.0	0.0
CIT2-GFP yeast	98.4	97.8	109.2	91.5	102.3	98.6	113.1	104.6

Complete entries, looked up by structure:
CCOC(=O)/C(C#N)=C/c1cn(CCC(=O)O)nc1-c1ccccc1 across the screens: MEX-5 binding: 2.5; VLA-4 inh: -5.3; GLD-1 RNA inh: 2.3; Fam108B inh: -2.2; MCL1-BIM inh: -1.2; AGP1 TOR yeast: 99.6; BCLXL inh: 5.0; GRK2 aptamer HTS: 1.0; CIT2-GFP yeast: 102.3
c1ccc(C(c2ccccc2)N2CCN(C(c3ccccn3)c3nnnn3C3CCCC3)CC2)cc1 (stereo unspecified) across the screens: MEX-5 binding: 1.5; VLA-4 inh: -0.7; GLD-1 RNA inh: 1.0; Fam108B inh: 8.3; MCL1-BIM inh: 4.6; AGP1 TOR yeast: 113.0; BCLXL inh: 5.4; GRK2 aptamer HTS: 1.0; CIT2-GFP yeast: 98.6
Cc1onc(-c2ccccc2)c1C(=O)Nc1ncc([N+](=O)[O-])s1 across the screens: MEX-5 binding: -0.8; VLA-4 inh: 5.5; GLD-1 RNA inh: 4.5; Fam108B inh: 1.9; MCL1-BIM inh: 13.1; AGP1 TOR yeast: 93.9; BCLXL inh: 10.1; GRK2 aptamer HTS: 1.0; CIT2-GFP yeast: 91.5

Next part:
[25] O=C(/C=C/c1cccc(C(F)(F)F)c1)N1CCN(c2ccccn2)CC1
[26] COC(=O)Cc1ccc(NC(=O)c2ccc(NC(=O)c3ccco3)cc2)cc1
[27] Cc1onc(-c2ccccc2Cl)c1C(=O)OCC(=O)N1CCCc2ccccc21
[28] COCCNC(=O)CN(C(=O)Cn1nnc2ccccc21)c1cccc(C)c1C
[29] Cc1ccc(-n2ncc3c2CCCC3NC(=O)CCc2cnn(C)c2)cc1C (stereo unspecified)
[30] CC1=NN(c2ccc(C)c(C)c2)C(=O)/C1=C/c1ccc2c(c1)n(C)c(=O)n2C
[31] Cc1ccc(C)c(OCC(=O)NNC(=O)c2ccc(NC(=O)C3CC3)cc2)c1
[32] O=c1oc(-c2ccccc2NS(=O)(=O)c2ccc3ccccc3c2)nc2ccccc12

Assay by compound	25	26	27	28	29	30	31	32
MEX-5 binding	-0.7	2.6	-0.2	0.7	1.5	-0.7	/	-0.6
VLA-4 inh	-6.5	-3.4	2.0	25.4	-4.6	16.8	-15.7	-3.6
GLD-1 RNA inh	0.5	-3.8	1.8	6.7	-1.4	8.9	/	-2.4
Fam108B inh	-1.4	-10.2	5.2	-0.2	4.6	1.0	/	3.8
MCL1-BIM inh	-3.1	4.2	12.2	-5.0	3.5	-4.1	/	15.5
AGP1 TOR yeast	100.7	102.3	100.5	106.5	99.5	94.7	100.0	97.2
BCLXL inh	1.3	1.2	6.0	-0.5	1.2	0.1	/	9.2
GRK2 aptamer HTS	2.0	1.0	1.0	0.0	0.0	0.0	1.0	1.0
CIT2-GFP yeast	98.9	105.6	93.3	99.7	111.1	94.9	101.0	95.9

[33] COc1ccc(S(=O)(=O)NCCC(=O)N2CCCN(C)CC2)cc1
[34] COc1ccc(C(=O)NCc2nnc(SCC(=O)Nc3cccc(C(F)(F)F)c3)o2)cc1OC
[35] O=C(NCc1ccccc1)C1=C[C@@H](c2ccc3c(c2)OCO3)C[C@@H](OCc2ccc(CO)cc2)O1
[36] Fc1ccc2cc(CCO[C@H]3CCCCO3)ncc2c1
[37] CCOC(=O)C(C)N1C(=O)S/C(=C\c2ccc(-c3ccccc3C(=O)O)o2)C1=O (stereo unspecified)
[38] O=S1(=O)CCC(NC(=S)NCCNC(=S)NC2CCS(=O)(=O)C2)C1 (stereo unspecified)
[39] NC(Cc1ccc2nsnc2c1)C(=O)O (stereo unspecified)
[40] CCN1C(=O)c2ccccc2Sc2ccc(C(=O)NCCC(C)C)cc21

Assay by compound	33	34	35	36	37	38	39	40
MEX-5 binding	/	-1.6	-0.1	/	-7.5	2.4	0.6	-2.0
VLA-4 inh	1.1	-2.1	-10.4	1.5	3.7	0.4	4.7	10.6
GLD-1 RNA inh	1.3	6.7	5.1	1.0	-2.9	9.3	-2.3	5.0
Fam108B inh	/	-3.1	-4.4	/	5.1	-0.9	0.5	-3.4
MCL1-BIM inh	-4.4	3.3	1.8	/	58.2*	13.0	4.5	2.3
AGP1 TOR yeast	94.6	100.5	79.0	97.5	99.9	99.3	100.2	101.5
BCLXL inh	-1.9	1.9	2.5	/	30.5*	2.5	3.9	5.8
GRK2 aptamer HTS	0.0	1.0	0.0	7.0	84.0*	2.0	3.0	0.0
CIT2-GFP yeast	97.2	99.9	83.9	88.1	99.5	102.7	97.2	101.3

[41] Clc1cc(Br)ccc1OCCn1ccnc1
[42] COc1ccc(Cl)c2sc(N3CCN(C(C)=O)CC3)nc12
[43] Oc1[nH]c2ccccc2c1/C=N/c1nccs1
[44] Cc1ccnc(NS(=O)(=O)c2ccc(NC(=O)C(C)(C)C)cc2)n1
[45] O=C(CCS(=O)(=O)c1ccccc1)N1CCCc2ccccc21
[46] N#Cc1ccccc1
[47] CC(=O)Nc1ccc(CN2CCN(C3CCCC3)C(CCO)C2)cc1 (stereo unspecified)
[48] CSc1cccc(NC(=O)CN(C)S(=O)(=O)c2ccc(C)cc2)c1
[49] CCCCOc1ccc(-c2c(C(=O)Nc3ccccc3)c(C)[nH]c(=S)c2C#N)cc1
[50] CCOc1ccc(NC(=O)CSc2ccc(-c3ccccn3)nn2)cc1
[51] CC1SCC(NC(=O)c2ccccc2Cl)CS1 (stereo unspecified)

Assay by compound	41	42	43	44	45	46	47	48	49	50	51
MEX-5 binding	1.5	1.6	-7.8	1.2	0.8	/	-2.1	0.9	-0.4	-0.5	-2.0
VLA-4 inh	15.4	15.0	-36.9	7.0	6.3	2.6	-1.4	-8.2	4.0	10.2	2.9
GLD-1 RNA inh	11.6	8.8	-19.3	0.6	2.1	1.3	2.1	9.1	-2.9	1.5	5.5
Fam108B inh	2.5	-0.3	0.3	2.7	2.8	/	-0.1	-3.5	-4.4	-4.3	-1.4
MCL1-BIM inh	6.0	-4.7	-30.0	6.8	7.1	7.1	2.0	1.0	-3.8	3.6	2.4
AGP1 TOR yeast	99.9	100.3	96.7	104.0	122.5	97.2	100.9	74.2	101.0	104.9	106.2
BCLXL inh	3.8	-5.3	-20.2	3.2	2.2	4.5	2.4	2.1	11.2	2.5	6.4
GRK2 aptamer HTS	0.0	1.0	0.0	1.0	0.0	0.0	2.0	1.0	2.0	7.0	11.0
CIT2-GFP yeast	93.5	97.6	80.1	95.7	99.0	93.0	101.5	73.4	102.5	103.1	100.1
